Screening results deposited in PubChem BioAssay by The Scripps Research Institute Molecular Screening Center.
ULK1 primary: blocks human autophagy kinase ULK1; O75385; AlphaScreen Atg13 phosphorylation by ULK1, luminescence; inhibition, % at 5.96 µM; 30,000 compounds, 1.9% hits; in the data active = inhibition above about 43%;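 also: 0% = median of compound wells and 100% = no enzyme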
ASK1 inh: human ASK1 kinase inhibition, primary screen. Q99683. AlphaScreen MKK6 phosphorylation by ASK1, luminescence. inhibition, % at 7.44 µM. 22,000 compounds, 0.99% hits. AID 1159602; in the data active = inhibition above about 35%;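 also: 0% = median of compound wells and 100% = no enzyme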
Target sequence (Q99683 whole entry, looked up): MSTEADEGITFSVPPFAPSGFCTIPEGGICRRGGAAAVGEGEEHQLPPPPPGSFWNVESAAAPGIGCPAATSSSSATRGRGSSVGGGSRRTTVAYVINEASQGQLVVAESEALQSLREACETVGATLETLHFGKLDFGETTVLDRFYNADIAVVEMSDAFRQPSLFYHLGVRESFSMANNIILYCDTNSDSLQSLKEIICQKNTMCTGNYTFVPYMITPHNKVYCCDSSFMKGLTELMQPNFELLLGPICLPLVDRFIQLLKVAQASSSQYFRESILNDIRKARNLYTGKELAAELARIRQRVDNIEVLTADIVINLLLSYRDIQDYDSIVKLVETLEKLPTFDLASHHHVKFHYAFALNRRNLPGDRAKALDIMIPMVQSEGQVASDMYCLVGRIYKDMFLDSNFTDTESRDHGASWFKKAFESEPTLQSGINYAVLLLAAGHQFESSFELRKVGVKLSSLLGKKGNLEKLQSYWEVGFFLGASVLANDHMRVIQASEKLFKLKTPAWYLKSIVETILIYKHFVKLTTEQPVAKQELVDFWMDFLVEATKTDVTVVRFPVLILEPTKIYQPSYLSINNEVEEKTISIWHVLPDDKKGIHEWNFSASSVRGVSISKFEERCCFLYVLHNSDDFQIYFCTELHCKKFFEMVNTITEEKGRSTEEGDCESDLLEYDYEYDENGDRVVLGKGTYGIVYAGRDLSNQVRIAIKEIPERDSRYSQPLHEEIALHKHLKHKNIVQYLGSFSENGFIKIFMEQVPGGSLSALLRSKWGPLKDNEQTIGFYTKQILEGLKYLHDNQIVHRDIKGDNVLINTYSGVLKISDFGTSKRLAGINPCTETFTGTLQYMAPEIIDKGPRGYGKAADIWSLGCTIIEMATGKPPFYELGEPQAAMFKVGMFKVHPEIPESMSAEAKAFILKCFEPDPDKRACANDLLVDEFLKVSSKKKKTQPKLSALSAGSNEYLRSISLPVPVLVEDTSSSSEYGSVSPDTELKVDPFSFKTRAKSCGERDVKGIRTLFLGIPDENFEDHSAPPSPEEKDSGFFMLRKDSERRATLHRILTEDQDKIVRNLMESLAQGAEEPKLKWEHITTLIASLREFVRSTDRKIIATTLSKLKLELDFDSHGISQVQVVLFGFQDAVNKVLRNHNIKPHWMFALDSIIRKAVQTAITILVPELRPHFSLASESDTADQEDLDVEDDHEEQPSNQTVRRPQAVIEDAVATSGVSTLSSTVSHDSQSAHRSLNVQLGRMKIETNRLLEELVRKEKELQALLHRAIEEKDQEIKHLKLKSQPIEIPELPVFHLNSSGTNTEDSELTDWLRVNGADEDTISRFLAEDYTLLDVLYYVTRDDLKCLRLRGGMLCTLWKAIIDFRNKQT
An asterisk follows results filed as active; . = no result given.

SMILES	ULK1 primary	ASK1 inh
OC1CCC(Nc2nc(NCCOc3ccccc3)c3ncn(-c4ccsc4)c3n2)CC1 (centres undefined)	-5	-16
COc1ccc(/C=C(/NC(=O)c2ccccc2)C(=O)N/N=C/c2ccccc2O)c(OC)c1	-1	.
O=C(NCCCN1CCOCC1)c1ccc(-n2ncc3cc(Nc4ccccc4Cl)ccc32)cn1	-1	-6
CCN(CC)c1nc(NCCc2ccc(O)cc2)nc(Nc2ccccc2)n1	-10	14
O=C(NCc1nc2ccccc2[nH]1)c1cnc(NC2CCC(O)CC2)s1 (centres undefined)	-1	0
CCCNc1ccnc(Nc2cc(OC)c(OC)c(OC)c2)n1	0	0
O=C(NCCO)c1cc(NCc2cccnc2)nc2ccccc12	-2	-15
CC(C)n1c(-c2ccc3[nH]ccc3c2)nc2c(NCCO)ncnc21	-21	4
CC(C)n1cnc2c(N)nc(Cl)nc21	2	14
CC(=O)Nc1ccc(Nc2cc(NCc3cccnc3)nc(N)n2)cc1	-1	12
O=C(NCc1cccnc1)c1cnc(N2CCOCC2)s1	6	-6
COc1ccc2c(c1)CC(C(=O)Nc1ccc(-c3cn[nH]c3)cc1OCC(N)=O)CO2 (centres undefined)	16	-11
c1ccc(CN2CCC(Nc3cc(Nc4ccc5ncccc5c4)ncn3)CC2)cc1	-5	-9
Nc1cccc(-c2cc(NC3CCN(Cc4ccccc4)CC3)nc(N)n2)c1	-30	10
CC(C)N(CCNc1nc(N2CCN(c3ccccn3)CC2)nc2c1ncn2C1CCCCC1)C(C)C	1	30
Cc1cc(N2CCCCC2)nc(N2CCN(S(=O)(=O)c3ccc(C)c(C)c3)CC2)n1	9	.
COc1cc(Nc2nc(NCc3cccc(C(F)(F)F)c3)c3ncn(CCN4CCCC4=O)c3n2)cc(OC)c1OC	-54	18
CCOC(=O)C(=O)Nc1sc(C(=O)Nc2ccc(C)cc2C)c(C)c1C(=O)OC	-6	.
CC(C)N(CCNc1cc(Nc2ccnn2C)nc(N)n1)C(C)C	-11	-4
OCC1CCCN1c1nccc(Nc2ccc(N3CCOCC3)cc2)n1 (centres undefined)	-9	-14
COc1ccc(-c2oc3ccc(OC)cc3c2C(=O)Nc2ccc3c(c2)OCCO3)cc1	4	.
CCCCc1nnc(-c2cc3ccccc3n2Cc2cccnc2)o1	-2	.
Cc1cc(NCCCN2CCCC2=O)nc(Nc2ccccc2)n1	-3	-4
Brc1ccc(CN2CCCC(c3nc4ccc(-c5ccncc5)cc4[nH]3)C2)cc1 (centres undefined)	6	-9
c1nc(NCCN2CCOCC2)c2[nH]c(N3CCN(Cc4ccc5c(c4)OCO5)CC3)nc2n1	2	5

(cont.)
SMILES	ULK1 primary	ASK1 inh
CC(=O)c1cccc(-c2nc(NCCOc3ccccc3)c3ncn(CCN4CCCC4=O)c3n2)c1	-39	1
CN1CCN(C(=O)c2ccc(-c3cccc(C(=O)NCc4cccc(C(F)(F)F)c4)n3)cc2)CC1	-1	-1
OCCCNc1cc(-c2ccccc2F)nc(-c2cccnc2)n1	-10	.
c1ccc(OCCNc2nc(NCc3cccnc3)nc3c2ncn3C2CCCCC2)cc1	-42	5
CCOC(=O)c1oc2ccc(/C=N/O)c(Cl)c2c1C	19	.
Cn1c(Nc2nccc(NCCN3CCOCC3)n2)nc2ccccc21	4	-4
Cc1noc(C)c1-c1nc(NCc2ccccc2)c2ncn(-c3ccccc3)c2n1	-7	-5
N#CC(C#N)=C1c2cc(S(N)(=O)=O)ccc2-c2ccc(S(N)(=O)=O)cc21	2	.
Cc1cnc(N2CCC(N3CCOCC3)CC2)nc1NCCO	1	-5
COc1ccc(NC(=O)CSc2nnc3n2CCN3c2ccc(C)cc2)cc1OC	8	.
CC(=O)Nc1ccc(Nc2ncnc3c2nc(N2CCOCC2)n3C(C)C)cc1	-27	-5
OCCNc1nc(NCc2cccnc2)nc2nc[nH]c12	1	-3
c1ccc2[nH]c(CNc3ncnc4nc(Nc5ccc(-n6ccnc6)cc5)[nH]c34)nc2c1	2	14
O=C(NCCN1CCOCC1)c1cnc(-c2csc3ccccc23)s1	-4	-11
CSc1nc2c(c(=O)n(C)c(=O)n2C)n1CCCc1ccccc1	0	.
Cn1nccc1Nc1nc(N)c2ncn(-c3ccccc3)c2n1	5	-1
CC(C)(C)NC(=O)N1CCc2nc3ccccn3c(=O)c2C1	18	.
CO[C@H]1O[C@@H]2O[C@@]3(C)CC[C@H]4[C@H](C)CC[C@@H]([C@H]1C)[C@@]24OO3	-19	.
O=C(NCCCN1CCCC1=O)c1cnc(N2CCc3ccccc3C2)s1	1	-1
CC(C)N(CCNC(=O)Cc1cn(-c2ccc(NCCCN3CCCC3=O)nn2)c2ccccc12)C(C)C	19	5
FC(F)(F)c1ccc(Cn2cnc3c(Nc4ccccc4)nc(NC4CCN(Cc5ccccc5)CC4)nc32)cc1	-4	3
Cc1cnc(-c2ccccc2)nc1NCc1cccc(C(F)(F)F)c1	-18	-8
COc1cccc(CN(CC2CC2)C(=O)Nc2ccc(-c3cn[nH]c3)cc2OC)c1	-28	-9
O=C(NCc1cccnc1)c1cnc(Nc2ccncn2)s1	9	0
Cc1cccc(CC(=O)Nc2cnn(-c3ccccc3C(=O)Nc3cccc(C(N)=O)c3)c2)c1	3	12

Following part.
SMILES	ULK1 primary	ASK1 inh
COc1ccc(-c2nc(Nc3ccc(NC(C)=O)cc3)c3ncn(-c4ccsc4)c3n2)cn1	-11	16
O=C(NC1CCN(Cc2ccccc2)CC1)c1csc(N2CCN(Cc3ccc4c(c3)OCO4)CC2)n1	0	-17
Cn1nccc1Nc1nccc(NCCCN2CCCC2=O)n1	-23	-11
Clc1nc(NCc2nc3ccccc3[nH]2)c2[nH]cnc2n1	0	13
CC(=O)c1cccc(-c2nc(C)cc(Nc3ccccc3)n2)c1	-11	-19
Cc1cc(NCCc2ccccn2)nc(Nc2ccc(N3CCOCC3)cc2)n1	9	3
CCCNC(=O)c1cccc(NCc2ccc3c(c2)OCO3)n1	1	-3
O=C(Cc1ccccc1)Nc1cnn(-c2cccc(C(=O)Nc3cccc(CN4CCOCC4)c3)c2)c1	-12	-7
O=C(NCCCN1CCCC1=O)c1cnc(Nc2ccc(N3CCOCC3)cc2)s1	-4	6
CN(C)CCc1c[nH]c2ccc(Cn3cncn3)cc12	-2	.
COc1ccc(-c2cccc(C(=O)NCc3ccccc3)n2)cn1	0	-1
O=C(O)c1ccn(-c2ccnc(Nc3ccc(N4CCOCC4)cc3)c2)n1	9	-6
COc1cc2cc(C(=O)O)[nH]c2c(OC)c1OC	10	.
CC(C)N(CCNC(=O)c1csc(-c2ccc(N3CCN(C)CC3)cc2)n1)C(C)C	0	-2
CCOC1C=CC(Oc2nc(N(C)C)nc(N(C)C)n2)=NN1 (centres undefined)	-2	.
Cn1nccc1Nc1nc2ccc(C(=O)NCc3nc4ccccc4[nH]3)cc2s1	11	4
COc1ccc(/C=N/NC(=O)C(=O)Nc2cccc(Br)c2)cc1OC	8	.
O=C(NCCCN1CCCC1=O)c1cccc(NCCCN2CCCC2=O)c1	-13	2
Cc1cnc(NCc2ccc3c(c2)OCO3)nc1NCCc1ccc(O)cc1	8	7
CCN1CCN(c2ncn(-c3ccc(Nc4nccc(-c5cncc(N6CCOCC6)c5)n4)cc3)n2)CC1	28	18
CC(C)N(CCNc1nc(N2CCCC2CO)nc2c1ncn2C1CCCCC1)C(C)C (centres undefined)	3	-6
CC(=O)Nc1ccc(NC(=O)c2cncc(-c3ccccc3)c2)cc1	3	1
CS(=O)(=O)N(Cc1ccc(C(=O)O)cc1)c1cccc(Cl)c1	0	.
Nc1nc(NC2CCN(Cc3ccccc3)CC2)nc2nc[nH]c12	13	11
O=C(NC1CCN(Cc2ccccc2)CC1)c1ccnc(N2CCOCC2)c1	-2	-11

Part of the list above in order of length of the SMILES, low to high:
SMILES	ULK1 primary	ASK1 inh
CCCNC(=O)c1cccc(NCc2ccc3c(c2)OCO3)n1	1	-3
Clc1nc(NCc2nc3ccccc3[nH]2)c2[nH]cnc2n1	0	13
Nc1nc(NC2CCN(Cc3ccccc3)CC2)nc2nc[nH]c12	13	11
CS(=O)(=O)N(Cc1ccc(C(=O)O)cc1)c1cccc(Cl)c1	0	.
CCN1CCN(c2ncn(-c3ccc(Nc4nccc(-c5cncc(N6CCOCC6)c5)n4)cc3)n2)CC1	28	18

Continuation:
SMILES	ULK1 primary	ASK1 inh
COc1nc(N)nc2c1ncn2[C@@H]1O[C@H](CO)[C@@H](O)[C@@H]1O	-5	.
Cn1c(=O)c2c(nc(NC3CCCCC3)n2CC(O)CO)n(C)c1=O (centres undefined)	2	.
O=C1CCCN1CCn1cnc2c(NCCc3ccc(O)cc3)nc(Nc3cnccn3)nc21	19	2
COc1ccc(S(=O)(=O)Nc2ccc3c(c2)CC(=O)N3C)cc1C	1	.
Fc1cc(-c2cn[nH]c2)cc(-c2ccnc(Nc3ccc(-n4cnc(N5CCOCC5)n4)cc3)n2)c1	-3	33
Nc1nc(NCCO)cc(Nc2ccccc2)n1	-25	2
COc1cc(NC(=O)c2ccnc(N3CCN(c4ccccn4)CC3)c2)cc(OC)c1OC	-7	-7
Cc1ccc(-c2nc3n(c2CNC(=O)c2ccc(F)cc2F)CCS3)cc1	-19	.
COc1ccc(Br)cc1C[C@@H](N)c1nc2ccc(-c3ccncc3)cc2[nH]1	-1	1
CC(C)n1c(N2CCOCC2)nc2c(NCCOc3ccccc3)ncnc21	-14	-12
CC(=O)c1ccc(-n2nncc2C(C)(C)C)cc1	-1	.
O=C(NCCN1CCOCC1)c1cnc(NCCN2CCOCC2)s1	1	5
Cn1c(Nc2ncc(C(=O)NC3CCN(Cc4ccccc4)CC3)s2)nc2ccccc21	25	-2
Cc1cncc2cccc(NC3CCCN(C(=O)C(N)c4ccc(-c5ccccc5)cc4)C3)c12 (centres undefined)	29	-21
c1csc(-c2ccnc(Nc3ccc(N4CCOCC4)cc3)n2)c1	-1	13
C/C=C(\CC(NC1CC1)c1cccs1)C[Si](C)(C)C (centres undefined)	-6	11
NC1CCN(c2ccnc(Nc3ccc(S(N)(=O)=O)cc3)n2)CC1	0	1
CC(C)N(CCNc1cc(NCc2cccnc2)ncn1)C(C)C	-15	-14
c1ccc(-c2cnc3ccc4ccncc4c3c2)cc1	7	6
Cc1c(NC(=O)/C(C#N)=C/c2ccco2)c(=O)n(-c2ccccc2)n1C	3	.
Cc1nn(C)c(C)c1-c1nccc(NCCc2ccc(O)cc2)n1	0	6
Cc1cnc(Nc2ccc3ncccc3c2)nc1NCCN1CCOCC1	14	10
CCCCCNC(=O)COc1cccc2c1OC(C)(C)C2	3	.
Nc1nc(NC2CCN(Cc3ccccc3)CC2)cc(N2CCN(c3ccccn3)CC2)n1	-3	1
CC(C)n1cnc2c(NCc3cccc(C(F)(F)F)c3)nc(NC3CCC(O)CC3)nc21 (centres undefined)	-3	-15

An excerpt of these results, field by field:
COc1ccc(-c2nc(Nc3ccc(NC(C)=O)cc3)c3ncn(-c4ccsc4)c3n2)cn1
  ULK1 primary = -11 | ASK1 inh = 16
O=C(NC1CCN(Cc2ccccc2)CC1)c1csc(N2CCN(Cc3ccc4c(c3)OCO4)CC2)n1
  ULK1 primary = 0 | ASK1 inh = -17
Cn1nccc1Nc1nccc(NCCCN2CCCC2=O)n1
  ULK1 primary = -23 | ASK1 inh = -11
Clc1nc(NCc2nc3ccccc3[nH]2)c2[nH]cnc2n1
  ULK1 primary = 0 | ASK1 inh = 13

Continued.
SMILES	ULK1 primary	ASK1 inh
CC(=O)c1cccc(-c2cc(NCCCN3CCCC3=O)ncn2)c1	5	-5
O=C(c1cccnc1)N1CCCC(Nc2ccc3[nH]ncc3c2)C1 (centres undefined)	5	-32
CC(C)n1cnc2c(NCCN3CCOCC3)nc(NC3CCN(Cc4ccccc4)CC3)nc21	-8	7
CCOC(=O)COc1cc(OCC(=O)OCC)c2c(c1)oc(=O)c1ccccc12	2	.
COc1cc(Nc2cccc(C(=O)NCCN(C(C)C)C(C)C)n2)cc(OC)c1OC	-5	-9
O=C(Nc1ccc(N2CCOCC2)cc1)c1ccc2nc(Nc3ccc(C(F)(F)F)cc3)sc2c1	-13	8
O=C(NCCN1CCOCC1)c1cccc(-n2ncc3cc(Nc4ccccc4)c(N4CCOCC4)cc32)c1	65*	-29
CCN(CC)C(=O)C1CCCN(c2cc(Nc3ccc(Oc4ccccc4)cc3)ncn2)C1 (centres undefined)	-13	-2
Cc1cncc2cccc(NC3CCN(C(=O)c4cccc(Br)c4)C3)c12 (centres undefined)	-12	-19
COc1cccc(CN(CC(C)C)C(=O)Nc2ccc(-c3cn[nH]c3)cc2OC)c1	-50	-3
O=C(Cc1cn(-c2ccc(Nc3ccccc3)nn2)c2ccccc12)NCCOc1ccccc1	4	17
COc1cccc(CNC(=O)Nc2ccc(-c3cn[nH]c3)cc2-c2ccc(OC3CCNCC3)cc2)c1	20	6
O=C(NC1CC1)c1csc(Nc2ccccc2)n1	3	3
O=C(Nc1ccc(-c2cn[nH]c2)cc1Cl)C1COc2ccccc2O1 (centres undefined)	-2	4
O=C(NCCOc1ccccc1)c1ccc2nc(NCCN3CCOCC3)sc2c1	-2	-3
CC(C)n1cnc2c(NCc3nc4ccccc4[nH]3)nc(-c3cccc(N)c3)nc21	19	-50
CCCNC(=O)c1cnc(Nc2cc(OC)c(OC)c(OC)c2)s1	15	1
Oc1ccc(CCNc2nc(Nc3ccncc3)nc3nc[nH]c23)cc1	51*	-71
C=CCNc1cc(-c2ccncc2)nc(-c2ccncc2)n1	1	.
Nc1nc(NCc2cccc(C(F)(F)F)c2)cc(Nc2cnccn2)n1	2	-7
COc1cc(Nc2nc(-c3c(C)nn(C)c3C)nc3c2ncn3-c2ccsc2)cc(OC)c1OC	-18	-7
COC(=O)CCC(=O)NNC(=O)Cc1ccccc1	4	.

Reformatted as labelled records: 2 of the compounds above
COc1cc(Nc2cccc(C(=O)NCCN(C(C)C)C(C)C)n2)cc(OC)c1OC
  ULK1 primary: -5	ASK1 inh: -9

O=C(Nc1ccc(N2CCOCC2)cc1)c1ccc2nc(Nc3ccc(C(F)(F)F)cc3)sc2c1
  ULK1 primary: -13	ASK1 inh: 8
